uPA generation = inhibitors of cell surface uPA generation | cell surface uPA generation assay, qHTS | Potency, µM (titrated, usually from 38.3 µM), without a hit: top-dose activity change, negative = inhibition, hits mostly inhibitors | 0.31% of 330,000 active | AID 540303; active means well fitted inhibition curve with a large enough effect; inconclusive means small, poorly fitted or top-dose-only effect; inactive means no such curve, though single readings can be large or run the other way; tested in mouse RAW 264.7 cells; further: potency means the concentration at half of the fitted maximal effect; on the % scale 0 is the no-effect control and ±100 the full control effect; nearly all actives have a fitted effect of over 55% in size
FLuc counter = firefly luciferase modulation, counter-screen for miR-21 project; purified FLuc, Km substrates, luminescence inhibition; Potency, µM (highest dose often 57.5 µM), for the others: top-dose activity change, negative = inhibition, most hits filed as inhibitors; 6.9% of 360,000 active;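 further: potency means the concentration at half of the fitted maximal effect; plate controls were vehicle for no effect and reference inhibitor for full effect; nearly all actives have a fitted effect of over 55% in size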
Target sequence (P08659 whole entry, looked up): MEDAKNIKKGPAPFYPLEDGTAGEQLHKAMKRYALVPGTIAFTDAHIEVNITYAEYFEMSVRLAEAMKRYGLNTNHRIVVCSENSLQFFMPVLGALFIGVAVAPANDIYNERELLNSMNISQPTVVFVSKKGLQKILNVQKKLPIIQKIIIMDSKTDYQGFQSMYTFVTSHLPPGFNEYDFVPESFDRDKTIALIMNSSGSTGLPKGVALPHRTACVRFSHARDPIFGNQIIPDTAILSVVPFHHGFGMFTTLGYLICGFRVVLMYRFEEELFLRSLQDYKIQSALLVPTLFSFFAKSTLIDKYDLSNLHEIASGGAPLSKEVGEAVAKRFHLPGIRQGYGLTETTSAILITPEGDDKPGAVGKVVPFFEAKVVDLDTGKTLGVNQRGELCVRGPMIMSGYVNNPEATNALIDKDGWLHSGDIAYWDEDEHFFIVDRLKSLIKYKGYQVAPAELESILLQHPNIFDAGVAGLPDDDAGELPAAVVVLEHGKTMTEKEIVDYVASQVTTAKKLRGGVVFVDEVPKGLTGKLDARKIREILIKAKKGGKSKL
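Purified P. pyralis luciferase, 10 nM final, with Km-level 10 uM D-luciferin and 10 uM ATP in 50 mM Tris acetate pH 7.5, 10 mM Mg acetate, 0.01% Tween-20, 0.05% BSA; 6-point qHTS titration about 60 µM downward; luminescence read.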
RORg inh = inhibitors of mouse ROR gamma transcriptional activity. P51450. Drosophila S2 Gal4-RORgamma UAS-luciferase reporter, 20 h. Potency, µM (titrated, usually from 53.6 µM), for the others: top-dose activity change, negative = inhibition, actives largely listed as inhibitors. 5.4% of 310,000 active. AID 2551; further: potency means the concentration at half of the fitted maximal effect; on the % scale 0 is the no-effect control and ±100 the full control effect; nearly all actives have a fitted effect of over 60% in size
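Read-out: Photinus luciferase luminescence; inhibitors lower reporter signal. Insect Schneider cells with Gal4-ROR gamma fusion under metallothionein promoter, UAS reporter; 700 uM final copper sulfate induction, 20 hr, ambient temperature.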
Giardia killer = kills Giardia lamblia; AID 540267; 0.15% of 340,000 active; activity change, % at 7.66 µM, hits read low; Giardia lamblia trophozoite viability; in the data active means activity change below about -80%; inconclusive means between about -30% and that limit;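 further: parasites exposed to compound for two days anaerobically before the ATP read; on the % scale 0 is the no-effect control and ±100 the full control effect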
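Compounds were tested on trophozoites seeded at 100 cells/well and held 48 hrs at 37 deg C anaerobically. An ATP-based luminescent kit measured the remaining live cells.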
Gal4-VP16 FLuc = Gal4-VP16 reporter inhibition counter-screen; Drosophila S2 Gal4-VP16 UAS-luciferase, luminescence, 20 h; Potency, µM (titrated, usually from 53.6 µM), inactives show at the highest dose activity, negative = inhibition, usual class: inhibitors; 3.5% of 310,000 active;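 further: Gal4-VP16 expression switched on by copper sulfate through the metallothionein promoter; potency means the concentration at half of the fitted maximal effect; on the % scale 0 is the no-effect control and ±100 the full control effect; nearly all actives have a fitted effect of over 50% in size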
Rab9 promoter act = Rab9 promoter activation. Potency, µM (top dose mostly 9.22 µM), for the others: at the highest dose activation, negative = inhibition, most hits filed as activators. AID 485297. 2.8% of 320,000 active. Huh7 Rab9 promoter-luciferase reporter, luminescence, 24 h; further: potency means the concentration at half of the fitted maximal effect; % of control where 0% means no effect; nearly all actives have a fitted effect of over 60% in size
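Promoter activation is measured as luciferase luminescence in Huh7 cells stably transfected with a Rab9 promoter–luciferase construct, following 24 h compound exposure at 37 °C and 10 min reagent incubation at ambient temperature.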
Coupling enz = inhibits coupling enzyme system, counter-screen for aldolase hits; coupling enzyme system counterscreen, AmpLite Red fluorescence; activity change, negative = inhibition, % at 58.2 µM, hits read low; 0.67% of 290,000 active; in the data active means activity change below about -30%; further: on the % scale 0 is the no-effect control and ±100 the full control effect
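Final compound at 57.5 uM, incubated 10 min at RT with coupling enzyme reagent (glyceraldehyde-3-phosphate), then 20 min with substrate and AmpLite Red detection. Fluorescence read at 525/598 nm; tests interference with the coupling assay, not aldolase inhibition.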
KCNH2 3.1 block = inhibitors of human KCNH2 3.1 potassium channel isoform. U2OS KCNH2 3.1, thallium flux FluxOr; active compounds read low. activity change, % (tested at about 1.8 µM). 0.95% of 340,000 active;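 active means maximum activity change below -70%; inconclusive means maximum activity change from -70% to -50%; inactive means maximum activity change above -50%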;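 further: thallium influx rate constant from kinetic fluorescence after stimulation buffer; on the % scale 0 is the no-effect control and ±100 the full control effect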
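Thallium flux via FluxOr fluorescence (Red40 quencher, 45 min loading) in U2OS cells virally expressing the KCNH2 3.1 isoform (1.77 x 10^8 /mL virus, overnight at 37 C). Rate constants from 2-min kinetic reads post-stimulation, normalised to positive and negative controls.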
NPC1 promoter act = activates the NPC1 promoter | AID 485313 | 2.4% of 320,000 active | Potency, µM (top dose mostly 9.22 µM), inactives show at the highest dose activation, most hits filed as activators | Huh7 NPC1 promoter luciferase reporter, 24 h;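 further: potency means the concentration at half of the fitted maximal effect; % of control where 0% means no effect; nearly all actives have a fitted effect of over 60% in size; reporter is driven by a mutant NPC1 promoter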
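Luminescence read-out of NPC1 promoter-driven luciferase in stably transfected Huh7 cells; compounds delivered in DMSO and left 24 h at 37C, 5% CO2, qHTS titration format.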
Tb PFK inh = blocks T. brucei phosphofructokinase. Potency, µM (series often up to 57.5 µM), inactives show at the highest dose activity, negative = inhibition, usual class: inhibitors. T. brucei PFK, ADP-Glo luminescence. 0.17% of 330,000 active;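 further: potency means the concentration at half of the fitted maximal effect; 0% = uninhibited 1x PFK enzyme wells and -100% = no-enzyme wells; nearly all actives have a fitted effect of over 60% in size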
Target sequence (O15648 whole entry, looked up): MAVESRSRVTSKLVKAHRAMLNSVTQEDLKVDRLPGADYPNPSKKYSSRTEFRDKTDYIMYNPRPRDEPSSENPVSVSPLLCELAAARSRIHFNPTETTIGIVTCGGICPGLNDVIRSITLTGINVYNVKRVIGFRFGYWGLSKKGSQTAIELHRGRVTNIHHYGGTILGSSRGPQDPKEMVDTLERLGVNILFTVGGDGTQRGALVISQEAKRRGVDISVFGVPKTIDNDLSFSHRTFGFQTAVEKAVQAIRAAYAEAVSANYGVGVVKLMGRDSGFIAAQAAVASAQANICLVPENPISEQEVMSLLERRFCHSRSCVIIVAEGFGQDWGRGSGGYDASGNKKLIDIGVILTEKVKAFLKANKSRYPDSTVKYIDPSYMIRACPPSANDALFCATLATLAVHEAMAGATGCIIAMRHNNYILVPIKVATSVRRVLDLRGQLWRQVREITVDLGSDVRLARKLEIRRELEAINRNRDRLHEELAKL
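Luminescent ADP detection (ADP-Glo, two-step: ATP depletion then ADP-to-ATP conversion for luciferase) reported PFK activity after 45 min room-temperature reaction of 1.25 nM enzyme with 0.5 mM F6P and 0.1 mM ATP at pH 8.0.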
ELG1 genotoxic = induces genotoxicity in HEK293T cells with luciferase-tagged ELG1; HEK293T ELG1-luciferase reporter, luminescence, 16 h; Potency, µM (titrated, usually from 46 µM), without a hit: at the highest dose activity change, positive = activation, actives largely listed as activators; 1.3% of 330,000 active; AID 504466; further: potency means the concentration at half of the fitted maximal effect; % of control where 0% means no effect; nearly all actives have a fitted effect of over 60% in size
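Genotoxic stress is detected as increased luminescence from luciferase-tagged ELG1 in HEK293T cells, measured with ONE-Glo after a 16 hr treatment at 37 °C.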
An asterisk follows results filed as active; ? = inconclusive; nt = no result given; & = joins results of further samples; [ ] = remark or other dose. Unless noted, the call rests on the fitted dose curve; in most records, active means well fitted curve in the direction sought with a large enough effect; inconclusive means small, poorly fitted or top-dose-only effect, or another doubt; inactive means no such curve, though single readings can be large; an effect the other way counts as inactive or inconclusive.

Structure | Giardia killer | KCNH2 3.1 block | Gal4-VP16 FLuc | ELG1 genotoxic | Rab9 promoter act | Coupling enz | FLuc counter | uPA generation | RORg inh | NPC1 promoter act | Tb PFK inh
Cn1c(SCC(=O)NNC(=O)c2ccccc2Br)nnc1C(F)(F)F | 2.1 | 11.5 | nt | 0.8% | 1.0% | nt | 3.8% | -4.3% | nt | -3.1% | 0.5%
CC(=O)Nc1ccc(NC(=O)c2nc(S(=O)(=O)Cc3ccccc3)ncc2Cl)cc1 | -22.9 | 9.7 | 0.355µM* | 2.4% | -18.4% | nt | -11.1% | ? | 2.24µM* | -54.7%[inhibitor] | -22.1%
O=C(N/N=C/c1c(-c2ccccc2)[nH]c2ccccc12)c1cccnc1 | -9.9 | 3.1 | -19.1% | -1.9% | 15.2% | 0.7 | 3.01µM* | ? | 16.7% | 0.6% | -0.9%
Cc1cc(C)c(C#N)c(SCc2cn3ccccc3n2)n1 | 23.0 | -9.9 | 6.5% | 4.2% | 16.9% | -5.8 | 3.3% | 8.1% | -42.7% | 0.5% | -0.3%
COc1ccc(C(=O)NC(=S)Nc2ccc(Cl)c(C(=O)O)c2)cc1 | -6.2 | -2.6 | ? | -4.0% | 20.7% | 4.5 | ? | 2.5% | -10.1% | 15.2% | -2.0%
O=C(c1cccs1)N(Cc1nc2sc3c(c2c(=O)[nH]1)CCCC3)C1CCCC1 | 17.4 | -19.4 | -0.6% | nt | nt | -11.7 | -0.3% | 1.3% | -28.1% | nt | nt
O=C(CNC(=O)c1ccco1)Nc1ccc(F)cc1 | -2.0 | 10.8 | 2.4% | 1.4% | 7.4% | -0.1 | -9.0% | 2.7% | 1.6% | 6.1% | -4.5%
COc1ccccc1NC(=S)NCc1cccnc1 | -1.7 | 10.9 | -8.2% | 1.5% | -1.9% | 0.0 | -4.5% | 2.4% | 2.7% | 4.1% | -0.8%
Cn1c(C(=O)N2CCN(C(=O)c3ccco3)CC2)cc2c(=O)n3ccccc3nc21 | 39.1[activator] | 0.5 | 14.1µM* | 5.7% | -4.0% | -6.2 | 0.5% | -2.5% | 24.7% | -3.0% | -15.2%
CS(=O)(=O)N1CCc2cc(C(=O)N3CCN(c4ccccc4F)CC3)ccc21 | 14.0 | 26.6 | -7.3% | -0.1% | 8.9% | nt | -0.6%&-3.7% | 3.0% | -9.6% | 0.6% | 2.1%
Cc1nc2ccc(S(=O)(=O)NC(C(=O)N3CCCC3)C(C)C)cc2s1 (stereo not given) | -9.1 | 5.1 | 16.6% | 3.9% | 0.0% | -1.5 | 1.6% | 4.8% | -3.0% | -0.5% | -2.6%
CC(=O)Nc1ccc(NC(=O)COC(=O)[C@@H]2CCCN2C(=O)c2cccs2)cc1 | -7.5 | 8.3 | nt | 3.6% | nt | nt | nt | 4.8% | nt | nt | 4.4%
COC(CC(=O)NNC(=S)Nc1ccccc1)OC | 10.6 | nt | 3.1% | 0.4% | -0.5% | 0.3 | -1.9% | -0.6% | ? | 1.2% | -1.9%
C[C@H](CO)N1C[C@H](C)[C@@H](CN(C)S(=O)(=O)c2ccc(F)cc2)Oc2c(NC(=O)Nc3ccc4c(c3)OCO4)cccc2C1=O | 17.3 | 5.2 | nt | -6.3% | nt | nt | nt | -5.2% | nt | nt | -0.9%
CN(C)C(CNc1ncnc2sccc12)c1cccs1 (stereo not given) | -28.0 | 20.6 | 23.3% | -3.5% | -2.9% | 0.8 | -1.8% | 12.3% | 12.7% | 0.8% | 3.3%
CCOC(=O)N1CCN(C(=O)C2CCN(S(=O)(=O)N3CCCC3)CC2)CC1 | 0.8 | 15.1 | -2.1% | -1.6% | -2.2% | 2.1 | -0.9% | -5.8% | -1.4% | 2.1% | 3.2%
O=C(NCCCN1CCOCC1)c1nn(-c2ccccc2)c(=O)c2ccccc12 | 10.8 | 9.4 | nt | 1.4% | -6.0% | nt | -0.7% | -0.7% | nt | -1.7% | 6.2%
Cc1nc2c3ccccc3n(CC(=O)c3ccc(F)cc3)c(=O)n2n1 | -28.8 | -8.0 | 16.8% | -4.0% | -6.6% | 4.9 | 0.2% | 11.0% | 1.2% | 0.6% | 1.1%
CC(=O)c1cccc(NC(=O)Cc2coc3cc4c(cc23)CCC4)c1 | -11.8 | 7.8 | -1.4% | 1.2% | -6.2% | 2.0 | -7.6% | 3.1% | ? | -2.3% | 5.1%
CC1(C)OC(=O)C(=CNCCc2ccc(O)cc2)C(=O)O1 | 3.5 | -1.6 | -3.5% | -2.2% | -1.8% | 3.0 | -1.0% | 1.6% | 15.2% | -1.8% | 4.4%
Cc1cc(C)c2[nH]c(=O)c(CN(Cc3cccs3)C(=S)NCc3ccco3)cc2c1 | 7.5 | 1.9 | 10.6% | -6.1% | -4.0% | -0.8 | 7.5% | -1.9% | -11.0% | 0.4% | 0.1%
Cc1cccc(NC(=O)NCC(c2ccc(F)cc2)N2CCN(C)CC2)c1 (stereo not given) | 16.7 | -4.5 | 17.1% | 3.3% | 17.4% | 1.1 | ? | -14.1% | -2.2% | 12.3% | -3.6%
CC1CCCN(C(=O)C(C)Sc2nc(-c3ccccc3)cc(C(F)(F)F)n2)C1 (stereo not given) | -2.4 | -3.1 | -3.7% | -11.7% | -0.9% | 3.0 | -0.5% | 3.7% | -29.9% | -1.8% | 1.0%
Oc1csc(Cc2nc(-c3ccc4ccccc4c3)cs2)n1 | -12.1 | -11.7 | -36.2% | ? | 2.82µM* | -0.2 | ? | 5.8% | 11.2µM* | ? | 5.4%
CCOc1ccc2c(O)csc2c1 | 0.5 | -1.7 | 15.8% | 6.6% | 1.0% | -1.9 | ? | 8.9% | 12.4% | 11.0% | 11.3%
O=C(CSc1nnc(CNc2ccc(Cl)cc2)n1Cc1ccccc1)NCc1ccco1 | 40.3[activator] | -8.2 | -0.5% | -0.6% | 0.3% | -0.8 | 2.4% | -2.5% | 11.3% | -0.2% | -2.9%
O=C(CN1CCc2ccccc2C1)Nc1ccccc1N1CCCCCC1 | 9.4 | -20.3 | 13.7% | -3.2% | 7.9% | -1.5 | 0.6% | nt | 7.0% | -1.7% | -9.1%
NC(=O)C1CCN(C(=O)c2ccc(NC3=NC4CS(=O)(=O)CC4S3)cc2)CC1 (stereo not given) | -8.2 | -1.7 | 4.8% | -0.2% | -1.0% | 0.4 | 1.3% | 0.5% | -1.6% | -1.4% | 1.1%
O=C(Nc1cccc(F)c1)c1cc(S(=O)(=O)NCCC2=CCCCC2)ccc1F | -13.8 | 7.7 | ? | -2.9% | -9.7% | 0.3 | 1.0% | -9.7% | ? | -11.3% | 0.0%
CC(C)NC(=O)CSc1nc(N)c(NC(=O)c2ccccc2F)c(=O)[nH]1 | -3.6 | 6.8 | -8.8% | 1.7% | -1.0% | 1.3 | 15.3% | -4.7% | 4.3% | -2.2% | 2.3%
Nc1nc(N)nc(-c2cc([N+](=O)[O-])ccc2O)n1 | ? | 2.1 | nt | 3.8% | -3.4% | nt | -2.5% | -6.3% | nt | 21.9% | 0.4%
CCCCCCCC(=O)N/N=C/c1ccco1 | -23.8 | 7.0 | -6.9% | 2.2% | -3.3% | 2.8 | 1.6% | -2.8% | 6.7% | -3.7% | -4.1%
COc1cc(OC)c(C(=O)/C=C/c2ccccc2)c(O)c1O | -2.2 | -8.0 | 10µM* | -0.6% | 7.8% | 5.8 | ? | ? | ? | -2.1% | 1.8%
Clc1ccc(OCc2nn3c(-c4ccncc4)nnc3s2)cc1 | -4.0 | -5.4 | -0.9% | -2.4% | 3.0% | 0.5 | 5.8% | 9.4% | -12.6% | 1.9% | 1.0%
COc1ccc(C(C(=O)NCc2ccccc2)N(Cc2cccs2)C(=O)c2cnccn2)cc1 (stereo not given) | -8.1 | -4.1 | 1.1% | -0.1% | 3.1% | -1.9 | 3.7% | 4.1% | 1.6% | -1.9% | -5.0%
C[C@H]1CN(C2CCCCC2)C(=O)[C@@H]1CC(=O)NCc1ccccc1 | 33.9[activator] | 9.6 | 6.6% | 3.2% | -2.1% | -0.2 | 0.7% | 11.0% | 27.1% | -1.5% | -6.2%
COc1ccc(CCN(Cc2cc3ccc(C)cc3n3nnnc23)C(C)=O)cc1OC | 11.6 | 3.4 | -10.0% | -2.0% | 0.2% | 1.6 | 0.4% | 2.7% | -4.5% | -4.0% | 2.8%
Cc1noc(C)c1S(=O)(=O)Nc1ccc(O)c2c(=O)cc(-c3ccccc3Cl)oc12 | 8.6 | 3.6 | 2.5% | -1.4% | -4.1% | 9.0 | 2.1% | -20.7% | -11.8% | 2.2% | 6.4%
O=C(c1ccc(Cl)c(S(=O)(=O)N2CCOCC2)c1)N(c1ccccn1)C1CCCCC1 | -13.6 | -6.5 | -0.5% | -10.7% | 2.9% | 0.3 | -2.4% | 7.6% | 5.2% | 2.6% | 3.0%

Assay outcomes (PubChem)
